SW480 rereplic = induces DNA re-replication in SW480 colon adenocarcinoma cells; SW480 DNA re-replication, Hoechst DNA content imaging, 48 h; Potency, µM (doses to about 46.1 µM), inactives show top-dose re-replication activation, most hits filed as activators; hit rate 1.8% among 340,000; AID 624297; note: potency is the fitted concentration of half-maximal effect; % of control where 0% means no effect; nearly all actives have a fitted effect of over 55% in size
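Readout is total intensity of Hoechst-stained nuclei, excited at 405 nm and collected at 500-530 nm. Compound treatment lasted 48 hr at 37 C in 5% CO2 before staining.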
IL-1B inflam inh = blocks inflammasome-driven IL-1 beta release; THP-1 LPS/ATP IL-1B secretion, AlphaLISA, 16 h; stronger effect = lower value; activity change, % at 57.5 µM; hit rate 4.7% among 360,000; in the data active = activity change below about -50%; inconclusive = mostly about -30% to -49%; note: % is set by controls: 0 for no effect and ±100 for the full control effect
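THP-1 cells pretreated 1 hr with compounds (up to 57.5 uM final), then stimulated with LPS (250 ng/mL final) plus ATP (1.25 mM final); secreted IL-1B measured by AlphaLISA after 16 hr, decreased signal indicating inhibition.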
HEK293 tox = cytotoxicity in counter-screen for GLP-1R inverse agonists; HEK293 cAMP-luciferase reporter cells, luminescence, 24 h; Potency, µM (titrated, usually from 38.3 µM), for the others: top-dose activity change, negative = inhibition, most hits filed as inhibitors; hit rate 0.13% among 410,000; AID 624418;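 note: loss of luciferase light is scored as toxicity; potency is the fitted concentration of half-maximal effect; % is set by controls: 0 for no effect and ±100 for the full control effect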
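Cells in DMEM/10% Nu serum/1% pen-strep, 1536-well format. Pre-incubated 12 h, dosed with 23 nL compound, incubated a further 24 h. Luciferase detection, 12 min at room temp, luminescence.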
MCF10A rereplic = DNA re-replication induction in MCF 10a cells. MCF 10A DNA re-replication, Hoechst nuclear intensity, 48 h. Potency, µM (top dose mostly 46.1 µM), for inactives: top-dose activity, positive = re-replication, most hits filed as activators. hit rate 2.9% among 350,000; note: potency is the fitted concentration of half-maximal effect; % of control where 0% means no effect; nearly all actives have a fitted effect of over 50% in size
HT1080 IDH1KD tx = toxicity to HT-1080 IDH1 knockdown cells (counter line); HT-1080 IDH1 knockdown viability, ATP luminescence, 48 h; Potency, µM (highest dose often 46.1 µM), inactives show at the top dose activity, negative = toxicity, hits mostly cytotoxic; hit rate 2% among 360,000; AID 686971;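 note: potency is the fitted concentration of half-maximal effect; 0% = DMSO wells and -100% = cell-free medium wells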
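Viability of IDH1-knockdown HT-1080 fibrosarcoma cells was assessed by CellTiter-Glo after 48 h at 37 °C with titrated compound; concentration-effect curves were classified by fit quality and response size.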
KB-3-1 tox = kills parental KB-3-1 adenocarcinoma cells; KB-3-1 viability, CellTiter-Glo ATP luminescence, 72 h; Potency, µM (highest dose often 46.1 µM), for the others: at the highest dose activity change, negative = cytotoxic, actives largely listed as cytotoxic; hit rate 1.4% among 400,000; AID 1347075; note: potency is the fitted concentration of half-maximal effect; % is set by controls: 0 for no effect and ±100 for the full control effect; nearly all actives have a fitted effect of over 60% in size
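Using CellTiter-Glo luminescence, growth of non-resistant KB-3-1 adenocarcinoma cells is assessed 72 h after pin-tool compound addition at 37 °C. Normalized responses across the concentration series yield fitted curves.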
D3 ag = D3 dopamine receptor (human) agonism; max activation, %; hit rate 0.58% among 410,000; P35462; D3R DiscoveRx beta-arrestin cells, luminescence, 90 min; in the data active = max activation above about 30%; note: 0% is about no effect; mostly tested at two doses, the higher about 12 µM
Target sequence (P35462 whole entry, looked up): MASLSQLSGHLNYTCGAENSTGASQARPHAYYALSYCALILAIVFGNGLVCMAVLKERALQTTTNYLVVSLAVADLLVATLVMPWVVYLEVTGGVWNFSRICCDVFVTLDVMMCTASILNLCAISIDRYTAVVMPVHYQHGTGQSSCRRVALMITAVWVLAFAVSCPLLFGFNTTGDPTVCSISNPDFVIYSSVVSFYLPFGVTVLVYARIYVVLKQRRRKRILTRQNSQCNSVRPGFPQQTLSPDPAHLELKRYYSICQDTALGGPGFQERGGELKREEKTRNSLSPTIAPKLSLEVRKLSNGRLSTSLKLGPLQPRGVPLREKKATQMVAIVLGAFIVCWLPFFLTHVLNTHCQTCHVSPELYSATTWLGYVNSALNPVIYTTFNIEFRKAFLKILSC
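Agonist mode: compounds and dopamine controls were applied to plated cells for 90 min at 37 degrees C after an overnight attachment at 1500 cells/well. Luminescent read-out followed 30 - 60 minutes at room temperature with DiscoveRx detection reagent.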
HT1080-NT tox = kills 2HG-producing HT-1080-NT fibrosarcoma cells; HT-1080-NT fibrosarcoma viability, CellTiter-Glo ATP luminescence, 48 h; Potency, µM (titrated, usually from 46.1 µM), inactives show top-dose activity, negative = less viability, most hits filed as cytotoxic; hit rate 1.6% among 360,000;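 note: NT is the 2HG producing partner of a matched IDH1 knockdown line; potency is the fitted concentration of half-maximal effect; 0% = DMSO-treated cells and -100% = media-only wells without cells; nearly all actives have a fitted effect of over 55% in size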
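A 48-hour cytotoxicity screen used HT-1080-NT cells plated 2 hours before compound delivery. ATP-based CellTiter-Glo luminescence measured viability, normalized to DMSO and no-cell controls.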
KB-V1 cytotox = kills drug-selected multidrug resistant KB-V1 cells. Potency, µM (top dose mostly 46.1 µM), for inactives: at the highest dose activity change, negative = cytotoxicity, usual class: cytotoxic. AID 1347076. KB-V1 MDR cells viability, CellTiter-Glo, 72 h. hit rate 3.4% among 400,000; note: potency is the fitted concentration of half-maximal effect; % is set by controls: 0 for no effect and ±100 for the full control effect; nearly all actives have a fitted effect of over 60% in size
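Readout: CellTiter-Glo luminescence, 10 min after addition. Cells: KB-V1 MDR subline, 72 h at 37 degrees C with compound. Analysis: corrected, normalized data fitted to concentration-effect curves.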
* = called active by the depositor; u = inconclusive; x = not tested or not shown; & = joins results of further samples; [ ] = remark or other dose. Unless noted, calls come from the whole dose curve; as a rule, active = well fitted curve in the direction sought with a large enough effect; inconclusive = small, poorly fitted or top-dose-only effect, or another doubt; inactive = no such curve, though single readings can be large; an effect the other way counts as inactive or inconclusive.

Value order: SW480 rereplic, IL-1B inflam inh, HEK293 tox, MCF10A rereplic, HT1080 IDH1KD tx, KB-3-1 tox, D3 ag, HT1080-NT tox, KB-V1 cytotox
CC(OC(=O)c1cc(S(=O)(=O)N(C)C)ccc1N1CCCC1)C(=O)NCc1ccccc1 (stereo unspecified)
    -2%, 12, 4%, 10%, 7%, -2%, 4, 4%, -14%
Cc1ccc(Cn2ncc3c(N4CCN(CCc5ccccc5)CC4)ncnc32)cc1
    -2%, 2, -4%, 13%, -17%, -26%, -26, -12%, u
Cc1ccc(S(=O)(=O)Nc2ccc3c(c2)CC(=O)N([C@H](C)CO)C[C@@H](C)[C@H](CN(C)S(=O)(=O)c2ccccc2)O3)cc1
    -1%, 2, 0%, -13%, -7%, -5%, 13, -7%, 4%
CCOc1ccc(CCNc2nc3ccccc3n3cnnc23)cc1OCC
    -7%, 5, 0%, u, -3%, -1%, 5, -13%, u
CCC1(CC)NC(=O)N(CC(=O)Nc2ccc(OCc3ccccc3)cc2)C1=O
    2%, -3, -1%, 9%, -1%, 0%, 0, -7%, 18%
N#CCC(=O)N/N=C/c1ccccc1Cl
    0%, -3, -6%, 7%, 11%, 9%, -7, 10%, -9%
CCCc1cc(C(=O)Nc2cccc([N+](=O)[O-])c2)cs1
    -12%, -4, 0%, -6%, -2%, -9%, -8, -2%, -1%
CN(C)c1ccc(/C=C2\CCCc3c2nc2ccccc2c3C(=O)O)cc1
    23%, 18, 141%[activator], 18µM*, 0%, 1%, 2, -14%, 5%
Cc1ccccc1NC(=O)/C(C#N)=C/c1ccc(-c2ccc(Cl)c(C(=O)O)c2)o1
    4%, -23, -8%, 7%, 15%, -7%, -15, 0%, 8%
CCCN1C2CCCC1CC(NC(=O)c1cccc(Cl)c1)C2 (stereo unspecified)
    -3%, 2, -1%, 1%, -17%, -6%, -8, 2%, 1%
O=C(CSc1nc2ccccc2s1)N1c2ccccc2Sc2ccc(Cl)cc21
    16%, -1, 0%, -4%, -5%, -20%, 5, -1%, u
COC(=O)c1ccsc1NC(=O)C1=COCCO1
    14%, -24, -11%, 1%, 0%, -5%, -1, 0%, -2%
COc1ccc(Nc2c(-c3ccc(Cl)cc3)nc3cnccn23)cc1OC
    x, x, -9%, x, x, -8%, 3, x, 11%
CC(C)C[C@@H]1O[C@H](CCc2ccccc2)CC2=C1C(=O)OC(C)(C)O2
    x, 0&-8, 31%&24%[activator], x, 23µM*, u, -2&4, u, -20%&0%
O=C(CCCNC(=O)/C(=C/c1ccccc1F)NC(=O)c1ccccc1)OCc1ccccc1
    7%, -20, -1%, -3%, 2%, 21%, -4, 5%, u
C=CCn1c(CCc2ccccc2)nnc1SCC(N)=O
    10%, 23, 3%, 1%, 5%, -1%, 0, 16%, 6%
CCCn1cnc2cc(NCc3cccc(OC)c3)ccc21
    0%, -8, 3%, -6%, -1%, -5%, -21, -11%, u
CCOC(=O)N1CCN(CC(O)COc2ccccc2[N+](=O)[O-])CC1 (stereo unspecified)
    -15%, 2, -6%, -1%, 12%, -2%, 0, 4%, 0%
CN=C1S/C(=C\c2c(OC)cc(OC)cc2OC)C(=O)N1C
    -6%, -2, -10%, -1%, -2%, 20%, -1, 5%, -14%
COc1ccc(-c2nc3n(n2)C(c2ccc(OC)cc2)C(C(=O)Nc2cccnc2)=C(C)N3)cc1 (stereo unspecified)
    x, x, 0%, x, x, 11%, -9, x, -21%
CCOC(=O)c1sc(-c2ccc(OC)cc2)cc1N
    18%, u, 1%, u, -3%, 4%, -1, 2%, 26%
Cc1ccc(CN2CCN(C(=O)C3CCCO3)CC2)cc1 (stereo unspecified)
    -2%, 3, -4%, -9%, -2%, 2%, 13, 1%, 17%
CN(C(=O)c1cccnc1)c1nc(-c2ccccc2)cs1
    -2%, -24, 11%, 1%, 2%, -4%, 2, -15%, 21µM*
CC(C(=O)NCCC1=CCCCC1)c1ccc([N+](=O)[O-])cc1 (stereo unspecified)
    -7%, 4, 4%, -1%, -2%, -18%, -12, -5%, 0%
CN1CCc2nc(SCC(=O)Nc3ccc(Cl)cc3)c(C#N)cc2C1
    u, -7, 66%[activator], u, -23%, -2%, -25, -19%, 4%
C=CCOc1ccc(/C=N/NC(=O)c2c(C)nc3ccc(Cl)cn23)cc1
    -3%, 34, -9%, 1%, 3%, -8%, 1, 12%, 0%
CN(C)S(=O)(=O)c1cccc(NC(=S)Nc2cccc3cnccc23)c1
    u, 39, -6%, 21µM*, -26%, u, -15, -18%, -3%
C/C=C(\C)C(=O)Nc1cccc(C2=NOC3(C2)C[C@@H](C(N)=O)N(C(=O)/C(C)=C/C)C3)c1 (stereo partly specified)
    -7%, -10, -5%, -1%, 18%, 14%, 1, 16%, 4%
Cc1ccnc(N2CCC(C(=O)NCc3ccc4c(c3)OCO4)CC2)n1
    -6%, 13, 0%, -3%, 2%, 18%, 1, 0%, -10%
CCC(C(=O)NC1CCCCCC1)n1nc(C)n2c(cc3occc32)c1=O (stereo unspecified)
    -13%, -21, 1%, -2%, -5%, -6%, 13, 2%, 2%
O=C(CSc1nncs1)NC1CCCc2ccccc21 (stereo unspecified)
    -31%, 42, -1%, -4%, 6%, 12%, -2, 0%, 4%
CCn1cc(C(=O)NCC(OC)OC)c(=O)c2cc(S(=O)(=O)N3CCOCC3)ccc21
    -17%, 15, -6%, -2%, 8%, 4%, 3, 9%, 22%
CC1(C)N([O-])C(c2ccccc2)=C[N+](=O)C1(C)C
    0%, 15, 16%, 0%, -2%, -6%, -6, 1%, 11%
CC(C)CC(=O)Nc1ccc(N2CCOCC2)cc1
    -1%, 1, -3%, -3%, 19%, 3%, 4, 26%, 22%
O=C(O)CCCC(=O)NCc1ccccn1
    -12%, -3, -16%, 1%, 3%, 0%, 7, 8%, 21%
Cc1cccc(C2CC(c3ccc(F)cc3)Nc3nc(N)nn32)c1 (stereo unspecified)
    -9%, u, -11%, 3%, 3%, 0%, 0, -1%, 55%
COCCn1c(=NC(=O)c2ccc(S(=O)(=O)N3CCc4ccccc4C3)cc2)sc2cc(OC)ccc21
    -4%, 8, 15%, u, -1%, -23%, 2, 0%, u
Cc1cccc(N2CCN(C3=NC(=O)C(Cc4ccccc4)S3)CC2)c1 (stereo unspecified)
    0%, -4, -3%, -1%, 2%, 0%, 3, -2%, u
CC(C)(CC(=O)O)CC(=O)Nc1ccc(Oc2ccc(C(C)(C)C)cc2)nc1
    4%, 24, 8%, u, -15%, -11%, 3, -9%, 0%
C[C@H](NC(=O)c1ccccc1Cl)C(=O)NCCc1ccc(S(N)(=O)=O)cc1
    5%, 14, 10%, -1%, 15%, -1%, -6, 13%, 0%
O=C(CCl)N1c2ccccc2Sc2c1ccc1ccccc21
    u, -102*, -12%, 18µM*, u, u, -4, u, u
Cc1ccc(-n2nnnc2SCn2nnc3ccccc3c2=O)c(C)c1
    -1%, -6, -7%, 4%, -25%, u, -5, -3%, u
C/C(Cc1ccccc1)=N\NC(=O)CNC(=O)c1cccc(Cl)c1
    0%, 18, 2%, -17%, 1%, -6%, -12, -4%, -1%
Cc1ccc(C2=C(c3ccc([N+](=O)[O-])cc3)C(=O)OC2)cc1C
    -4%, -2, 4%, 14%, -9%, -10%, 8, -7%, u

In the list so far, 10 contain a Cl atom:
Value order: SW480 rereplic, IL-1B inflam inh, HEK293 tox, MCF10A rereplic, HT1080 IDH1KD tx, KB-3-1 tox, D3 ag, HT1080-NT tox, KB-V1 cytotox
N#CCC(=O)N/N=C/c1ccccc1Cl
    0%, -3, -6%, 7%, 11%, 9%, -7, 10%, -9%
Cc1ccccc1NC(=O)/C(C#N)=C/c1ccc(-c2ccc(Cl)c(C(=O)O)c2)o1
    4%, -23, -8%, 7%, 15%, -7%, -15, 0%, 8%
CCCN1C2CCCC1CC(NC(=O)c1cccc(Cl)c1)C2 (stereo unspecified)
    -3%, 2, -1%, 1%, -17%, -6%, -8, 2%, 1%
O=C(CSc1nc2ccccc2s1)N1c2ccccc2Sc2ccc(Cl)cc21
    16%, -1, 0%, -4%, -5%, -20%, 5, -1%, u
COc1ccc(Nc2c(-c3ccc(Cl)cc3)nc3cnccn23)cc1OC
    x, x, -9%, x, x, -8%, 3, x, 11%
CN1CCc2nc(SCC(=O)Nc3ccc(Cl)cc3)c(C#N)cc2C1
    u, -7, 66%[activator], u, -23%, -2%, -25, -19%, 4%
C=CCOc1ccc(/C=N/NC(=O)c2c(C)nc3ccc(Cl)cn23)cc1
    -3%, 34, -9%, 1%, 3%, -8%, 1, 12%, 0%
C[C@H](NC(=O)c1ccccc1Cl)C(=O)NCCc1ccc(S(N)(=O)=O)cc1
    5%, 14, 10%, -1%, 15%, -1%, -6, 13%, 0%
O=C(CCl)N1c2ccccc2Sc2c1ccc1ccccc21
    u, -102*, -12%, 18µM*, u, u, -4, u, u
C/C(Cc1ccccc1)=N\NC(=O)CNC(=O)c1cccc(Cl)c1
    0%, 18, 2%, -17%, 1%, -6%, -12, -4%, -1%

One compound at a time, from the list above.
Results for `Cc1ccc(C2=C(c3ccc([N+](=O)[O-])cc3)C(=O)OC2)cc1C` → SW480 rereplic = -4%; IL-1B inflam inh = -2; HEK293 tox = 4%; MCF10A rereplic = 14%; HT1080 IDH1KD tx = -9%; KB-3-1 tox = -10%; D3 ag = 8; HT1080-NT tox = -7%; KB-V1 cytotox = u
Results for `O=C(CCl)N1c2ccccc2Sc2c1ccc1ccccc21` → SW480 rereplic = u; IL-1B inflam inh = -102*; HEK293 tox = -12%; MCF10A rereplic = 18µM*; HT1080 IDH1KD tx = u; KB-3-1 tox = u; D3 ag = -4; HT1080-NT tox = u; KB-V1 cytotox = u
